# Source: PubChem BioAssay
# PLC-gamma1 inh: PLC-gamma1 enzyme inhibitors, primary screen, biochemical, fluorescence, purified enzyme; fluorogenic substrate; actives 0.84% (n = 370,000); AID 720700, 2013; inhibition, % at 12.2 µM; in the data active = inhibition above about 9.5%
# DAX1 inh-1: DAX1 (NR0B1) inhibitors on StAR promoter, primary screen, cell-based, luminescence, SF-1 (NR5A1), full-length DAX-1 | HEK293T StAR-luciferase reporter, SF-1/DAX-1 repression relief | inhibition, % at 6.8 µM | actives 1.1% (n = 370,000) | AID 652010, 2013;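 active = inhibition above the mean over all tested compounds plus 3 SD, cut at about 3.6% in these data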;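 also: 0% = DAX-1 cells with DMSO and 100% = cells lacking DAX-1 with DMSO; higher inhibition means more luminescence from relief of DAX-1 repression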
# ADAM17 inh: ADAM17 inhibitors, primary screen, biochemical, QFRET. Disintegrin and metalloproteinase domain-containing protein 17 (Homo sapiens), P78536. recombinant ADAM17, EDANS/DABCYL FRET peptide cleavage. inhibition, % at 6.95 µM. actives 0.83% (n = 370,000);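 active = inhibition above the mean of compounds lying between control limits plus 3 SD, set per campaign, cut at about 8.5% in these data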;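 also: 0% = DMSO-only wells as the low control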
# Target sequence (P78536 215-824 limits assumed): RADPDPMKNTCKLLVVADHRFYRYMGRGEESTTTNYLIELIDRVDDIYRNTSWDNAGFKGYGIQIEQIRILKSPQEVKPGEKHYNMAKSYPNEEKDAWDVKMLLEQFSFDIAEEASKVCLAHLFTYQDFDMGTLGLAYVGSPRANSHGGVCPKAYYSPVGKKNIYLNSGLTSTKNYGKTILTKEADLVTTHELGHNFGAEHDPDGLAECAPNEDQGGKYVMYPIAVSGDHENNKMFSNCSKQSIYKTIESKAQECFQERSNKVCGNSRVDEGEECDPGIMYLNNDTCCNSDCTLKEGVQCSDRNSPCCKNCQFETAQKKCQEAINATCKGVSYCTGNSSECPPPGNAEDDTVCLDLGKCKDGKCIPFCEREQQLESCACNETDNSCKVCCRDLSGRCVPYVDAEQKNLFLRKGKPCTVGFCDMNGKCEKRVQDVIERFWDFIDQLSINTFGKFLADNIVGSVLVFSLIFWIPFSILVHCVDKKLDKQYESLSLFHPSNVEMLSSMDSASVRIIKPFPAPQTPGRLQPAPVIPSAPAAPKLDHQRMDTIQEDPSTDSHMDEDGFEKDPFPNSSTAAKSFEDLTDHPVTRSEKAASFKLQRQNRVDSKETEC
# DAX1 inh-2: DAX1 (NR0B1) inhibitors, primary screen, cell-based, HEK293, Gal4-DAX1, luciferase luminescence. actives 0.99% (n = 340,000). HEK293 Gal4-DAX1 luciferase reporter. inhibition, % at 6.75 µM. AID 504766, 2011. Nuclear receptor subfamily 0 group B member 1 (Homo sapiens), P51843;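 active = inhibition above the mean over all tested compounds plus 3 SD, cut at about 4.2% in these data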;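 also: 0% = DAX1-transfected cells with DMSO and 100% = empty-vector control cells with DMSO; inhibition shows as a rise in luminescence from relieved DAX1 repression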
# ADAM10 inh: human ADAM10 inhibitors, primary screen, biochemical, QFRET, HTS; inhibition, % at 7 µM; AID 720582, 2013; actives 0.62% (n = 370,000); recombinant ADAM10, EDANS/DABCYL FRET peptide cleavage, 3 h;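 active = inhibition above a per-campaign cutoff equal to the mean of compounds falling between control-based bounds plus 3 SD, cut at about 20% in these data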;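 also: 0% = DMSO wells while the 100% control is not disclosed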
# hgDAF-12 ag: H. glycines DAF-12 receptor agonists, primary screen, cell-based, luminescence, HEK293, GAL4 fusion, UAS-luciferase; HEK293 GAL4-hgDAF12 UAS-luciferase reporter, agonist luminescence; normalized to butyrate control; actives 1.8% (n = 370,000); Nuclear hormone receptor DAF-12 (Heterodera glycines), GAL4 fusion; activation, % at 6.8 µM;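 active = activation above a cutoff set at the mean of all screened compounds plus 3 SD, cut at about 10% in these data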;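 also: 0% = DMSO wells and 100% = sodium butyrate wells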
# GAA850 FXN act: FXN promoter activators, primary screen, cell-based, luciferase luminescence, HEK293 lucGAA850 | HEK293 lucGAA850 FXN promoter luciferase reporter, 24 h; percent of 10 µM SAHA response | activation, % at 6 µM | actives 0.56% (n = 360,000);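 active = activation above the average of all compounds screened plus 3 SD, cutoff fixed separately per campaign, cut at about 7.5% in these data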;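 also: 0% = DMSO wells and 100% = 10 µM SAHA wells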
# hcDAF12 agonist: H. contortus DAF-12 nuclear receptor activators, primary screen, cell-based, luminescence, HEK293, lit1-tk-luc reporter; activation, % at 6.8 µM; actives 1.4% (n = 370,000); HEK293 hcDAF-12 lit1-tk-luc reporter; 0% DMSO, 100% Δ7-dafachronic acid; AID 652067, 2013;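 active = activation above the mean of all tested compounds plus 3 SD, cut at about 5.5% in these data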;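 also: 100% = response to 3 µM Δ7-dafachronic acid high control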
# PLCb3 inh: human PLC-beta3 inhibitors, primary screen, biochemical, fluorescence | 1-phosphatidylinositol 4,5-bisphosphate phosphodiesterase beta-3 (Homo sapiens), Q01970 | Purified PLC-beta3, fluorogenic substrate | inhibition, % at 12.2 µM | actives 0.18% (n = 370,000) | AID 720704, 2013; in the data active = inhibition above about 11%;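 also: 0% = median of compound wells on plate and 100% = full blocker control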
# ssDAF-12 act: S. stercoralis DAF-12 nuclear receptor activators, primary screen, cell-based, luminescence, HEK293, GRIP1 co-expression, lit1-tk-luc | actives 1% (n = 370,000) | Nuclear hormone receptor DAF-12 (Strongyloides stercoralis) | activation, % at 6.8 µM | HEK293 ssDAF-12/GRIP1 lit1-tk-luc reporter; % of 3 µM dafachronic acid response | AID 652126, 2013;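 active = activation above the mean over all tested compounds plus 3 SD, cut at about 0.9% in these data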;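 also: 0% = DMSO-only wells and 100% = 3 µM delta7-dafachronic acid wells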
# HGIII-sPLA2 inh: human group III sPLA2 inhibitors, primary screen, biochemical, QFRET, BODIPY PC-A2 liposome substrate | Group 3 secretory phospholipase A2 (Homo sapiens), Q9NZ20 | QFRET BODIPY PC-A2 liposome hydrolysis, fluorescence | inhibition, % at 12.2 µM | actives 0.56% (n = 370,000) | AID 743126, 2013;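 active = inhibition above mean plus 3 SD of compounds lying within the high and low control bounds, cut at about 19% in these data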;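 also: 0% = median of test compound wells and 100% = no enzyme DMSO wells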
# Target sequence (Q9NZ20 whole entry, looked up): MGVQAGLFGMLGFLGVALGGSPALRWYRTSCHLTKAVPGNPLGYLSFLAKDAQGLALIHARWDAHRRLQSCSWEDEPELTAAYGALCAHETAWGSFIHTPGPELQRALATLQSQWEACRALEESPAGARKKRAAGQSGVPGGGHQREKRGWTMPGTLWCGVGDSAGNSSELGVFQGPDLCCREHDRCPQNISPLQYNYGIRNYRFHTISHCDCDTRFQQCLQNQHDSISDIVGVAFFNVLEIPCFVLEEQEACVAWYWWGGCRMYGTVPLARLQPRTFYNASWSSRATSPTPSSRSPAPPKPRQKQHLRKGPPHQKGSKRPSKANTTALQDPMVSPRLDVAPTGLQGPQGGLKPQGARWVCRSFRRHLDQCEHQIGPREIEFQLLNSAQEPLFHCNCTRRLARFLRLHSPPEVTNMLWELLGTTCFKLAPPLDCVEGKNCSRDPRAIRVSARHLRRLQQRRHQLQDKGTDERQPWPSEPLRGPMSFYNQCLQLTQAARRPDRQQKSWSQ
# An asterisk follows results filed as active; i = inactive; . = no result given. Outcome played no part in choosing rows; about 6.9% have a hit in one of these screens.
# Each structure is followed by: PLC-gamma1 inh	DAX1 inh-1	ADAM17 inh	DAX1 inh-2	ADAM10 inh	hgDAF-12 ag	GAA850 FXN act	hcDAF12 agonist	PLCb3 inh	ssDAF-12 act	HGIII-sPLA2 inh
Cc1ccc(Cl)cc1NC(=O)CCC(=O)O
 : 1.3	-0.3	-4.3	5.0*	-3.3	4.0	-0.1	-1.4	-1.1	-1.7	0.3
CCCCOC(=O)Nc1nnc(-c2ccccc2OC)s1
 : 1.0	0.1	-7.5	1.1	-6.3	0.2	1.4	1.6	-2.7	-0.9	0.2
O=C(N/N=C/c1ccc(OC(=O)c2ccccc2)cc1)c1ccc(CN2CCOCC2)cc1
 : 1.4	0.1	0.1	-1.7	9.4	5.0	2.7	-1.7	-3.0	-0.8	-3.7
Cc1cccc(C)c1-n1c(C)nn(CCOc2ccccc2)c1=O
 : -0.9	-0.3	-5.5	0.5	-3.3	-2.9	-2.0	-0.8	-2.2	-1.6	0.7
O=C(CN1CCC(C(O)(c2ccccc2)c2ccccc2)CC1)Nc1ccccc1
 : 1.7	1.0	0.4	-1.8	3.9	-1.7	1.5	0.3	3.2	-1.7	-14.4
COc1ccc(C2CC(c3ccc(Br)cc3)=NN2C(=O)CN2CCCC2)cc1 (configuration not stated)
 : 0.6	0.4	-2.4	-0.1	3.1	1.7	0.8	1.9	-12.2	-1.3	-10.0
c1ccc(Cc2nnc3sc(-c4ccco4)nn23)cc1
 : -6.4	-0.7	-1.5	-0.8	-11.0	-0.3	0.5	0.7	-6.4	-0.3	1.2
O=C(CN1C(=O)COc2ccccc21)NCCN1CCCC1
 : 1.2	0.3	-5.8	0.3	-3.2	3.0	0.4	-0.2	-4.6	-1.2	5.9
Cc1nc(C(=O)N2CCCC(N3CCN(c4ccc(F)cc4)CC3)C2)cs1 (configuration not stated)
 : 8.9	-0.8	4.8	-0.2	-8.2	2.2	0.9	-2.1	-0.5	-1.6	13.4
CC(=O)c1ccc(-c2ccc(C(=O)N(C)Cc3nc4ccccc4c(=O)[nH]3)o2)cc1
 : -258.2	-2.5	-440.0	-1.1	i	-0.3	0.0	-2.1	-323.9	-1.1	-5.3

# Single entries from the entries so far:
# For PLC-gamma1 inh, O=C(CN1C(=O)COc2ccccc21)NCCN1CCCC1 has the entry 1.2
# For ADAM17 inh, COc1ccc(C2CC(c3ccc(Br)cc3)=NN2C(=O)CN2CCCC2)cc1 (configuration not stated) has the entry -2.4

# (further entries)
# Each structure is followed by: PLC-gamma1 inh	DAX1 inh-1	ADAM17 inh	DAX1 inh-2	ADAM10 inh	hgDAF-12 ag	GAA850 FXN act	hcDAF12 agonist	PLCb3 inh	ssDAF-12 act	HGIII-sPLA2 inh
O=C(NCc1ccccc1Cl)NCc1ccccc1Cl
 : 0.5	1.0	-7.7	2.6	0.5	8.1	4.1	1.3	-5.5	-1.2	4.7
COc1ccc(N2C(=O)N3[C@H](c4ccc(Cl)cc4)[C@@H]4C(=O)N(C5CCCCC5)C(=O)[C@@H]4[C@]3(Cc3ccc(Cl)cc3)C2=O)cc1
 : 4.4	0.0	-2.3	1.5	-1.1	0.9	7.9*	-0.6	2.8	-1.0	-2.3
COc1ccc(C2=CC(=O)C[C@H](c3ccc(F)cc3)C2)c(OC)c1
 : -37.4	0.7	-3.6	0.4	6.1	-0.9	3.5	-2.8	-49.9	-1.0	-0.2
COc1ccc(CNC(=O)COC(=O)C(CCSC)NC(=O)c2ccco2)cc1OC (configuration not stated)
 : 8.7	1.4	2.6	-0.6	-7.4	-4.0	-0.4	-0.4	1.8	-1.3	-0.2
O=C(CNC(=O)C(c1ccccc1)c1ccccc1)N/N=C/c1ccc(O)c([N+](=O)[O-])c1
 : 2.4	0.1	1.3	-1.0	0.1	1.6	0.9	-2.7	2.4	-1.4	1.6
CCOc1cc(S(=O)(=O)NCc2cccnc2)c(C)cc1C
 : 0.0	3.0	1.8	2.2	9.2	0.9	1.7	-1.5	3.3	-1.8	-1.2
CCOc1ccc(OCC)c(NC(=O)C2CCCN(S(=O)(=O)c3ccc(C)cc3)C2)c1 (configuration not stated)
 : -13.1	-0.4	2.2	-0.2	2.0	-1.5	0.6	-0.3	-4.7	-1.4	-0.7
CCn1c2ccccc2c2cc(/C=N/n3c(C)nnc3C)ccc21
 : i	-2.3	-68.5	-1.5	-252.5	-5.5	-5.0	-1.9	i	-2.2	1.8
CCOC(=O)NC(=O)/C(C=Nc1ccc(Cl)c(Cl)c1Cl)=C(\C)O
 : 3.7	-0.2	-8.8	0.3	-2.4	0.1	0.9	1.1	3.2	-0.7	14.1
CCOC(=O)N1CCN(CC(=O)Nc2cc(OCC)ccc2OCC)CC1
 : 3.6	-0.6	-2.6	-1.2	5.0	-2.1	0.3	-2.1	2.9	-1.1	-1.3
CN1C(=O)CCS(=O)(=O)C1c1ccc(Cl)c(Cl)c1 (configuration not stated)
 : 2.2	-0.7	2.3	0.1	2.5	1.1	-0.3	0.7	1.1	-1.4	-2.4
COc1ccc(/C=N/N2CCN(c3ccccc3OC)CC2)cc1Br
 : 2.3	0.4	2.4	-0.4	4.8	1.9	0.9	-1.0	-2.7	-1.1	-3.1
Fc1ccc(C2=NNC(=NCc3ccccc3)SC2)cc1F
 : -0.6	-0.1	-2.7	-1.2	-2.5	1.6	5.5	-0.4	-1.3	-1.7	-8.2
C=CC[C@@H](CC(=O)NCCO)C(=O)N[C@@H](COC(=O)[C@@H](CC=C)CC(=O)OC(C)(C)C)Cc1ccccc1
 : 10.0*	-0.3	8.5	1.0	8.9	-0.8	-2.1	-1.5	6.6	-1.1	-8.4
O=C(NC1CCCCC1)C(c1ccccn1)N(C(=O)c1csnn1)C1CCCCC1 (configuration not stated)
 : 2.5	0.1	0.2	0.1	0.5	1.3	5.6	0.6	0.3	-1.6	5.8
O=C(/C=C(\Nc1ccc(Cl)c(C(F)(F)F)c1)c1ccccc1)c1ccccc1
 : 1.4	1.3	-1.5	.	-1.7	1.7	.	0.2	3.8	-0.8	1.2
O=C(NC(NC(=S)N1CCOCC1)C(Cl)(Cl)Cl)c1ccc(Cl)cc1 (configuration not stated)
 : -0.9	-1.3	0.3	0.3	-1.2	-2.7	-8.4	-2.3	1.4	-1.8	-19.2
CSc1nnc(-c2cccc(NC(=O)c3ccccc3)c2)n1C
 : 3.6	-0.5	-5.8	.	-2.3	0.5	1.4	-0.9	-3.9	-1.5	-3.0
O=[N+]([O-])c1ccccc1N/N=C\c1ccccc1Cl
 : 2.2	1.4	-5.9	1.9	-0.9	2.5	4.3	0.3	0.2	-1.0	6.7
CC(=O)Nc1ccc(NC(=O)C(C)OC(=O)c2cccc(S(=O)(=O)N3CCCCCC3)c2)cc1 (configuration not stated)
 : 3.8	-1.4	0.8	-0.3	-10.6	0.6	1.4	-2.3	-0.7	-1.2	-3.0
O=C(COC(=O)c1cncc(Br)c1)Nc1ccc2c(c1)OCO2
 : -5.6	0.2	-1.0	2.0	-9.3	1.2	1.5	7.0*	-8.4	0.1	-1.8
c1ccc(-c2nnc(-c3ccccn3)c(-c3ccccn3)n2)nc1
 : -0.9	-0.6	-3.4	.	-2.7	-1.9	-0.7	-0.6	-2.0	-0.7	-1.7
CC(C)(C)OC(=O)N1CCC[C@H]1C(=O)N/N=C/c1cccc2cccnc12
 : 1.6	0.5	-7.0	-0.1	-10.2	0.2	0.0	-0.7	-5.7	-1.5	6.2
Cc1nc(-c2ccccc2)cn(O)c1=O
 : -4.7	0.0	-12.1	0.1	-33.6	1.9	-1.0	1.2	-2.5	-0.8	3.6
COCCSc1ccccc1C(=O)Nc1cccnc1
 : 1.5	-0.2	0.6	2.6	-4.5	1.4	-1.9	-1.1	1.2	-0.9	-1.2
COc1ccccc1N1CCN(CCCNC(=O)Nc2ccccc2C)CC1
 : -1.4	0.2	-7.4	2.1	-1.9	-1.8	-0.1	0.4	-1.0	-0.6	1.1
O=C(Nc1ccc(Cl)cc1)c1ccc2snnc2c1
 : -2.8	0.3	-0.3	0.5	6.3	10.9*	1.9	6.2*	1.8	-0.5	-1.0
COc1ccc(-n2c(O)c(/C=N/NS(=O)(=O)c3ccc(C)cc3)c3ccccc3c2=O)cc1OC
 : -223.9	-1.3	-47.4	-0.4	-111.2	-2.5	-0.1	-0.2	-258.0	-2.0	-7.9
O=C(NCc1ccncc1)C(F)(F)C(F)(F)C(=O)NCc1ccncc1
 : 2.2	-0.5	-5.6	1.5	-6.7	-0.4	-3.4	-0.5	0.7	-0.1	5.0
CC(=O)Nc1ccc(NC(=O)CCN2C(=O)C3CC=CCC3C2=O)cc1 (configuration not stated)
 : 0.6	-0.5	0.7	-0.4	-1.4	7.4	-1.5	-1.1	-6.1	-1.2	2.0
Cc1ccc(C2=NS(=O)(=O)N(C)C(C(=O)Nc3ccc(F)cc3F)=C2)cc1
 : -0.5	0.3	1.5	1.2	3.2	-0.8	-1.8	2.5	-3.5	-1.3	-16.2
COC(=O)c1sc(N)c(C(=O)OC)c1Cn1ncc(Cl)c(Cl)c1=O
 : 0.5	-0.4	-1.6	-0.2	-4.5	-7.7	3.6	-1.9	-7.2	-0.7	-2.9
CCN(CC(=O)Nc1ccc(NC(C)=O)cc1)C(=O)c1cn(-c2ccccc2)nc1-c1cccs1
 : -5.7	-2.0	-1.7	-1.3	-1.8	-1.4	0.7	-1.6	-0.8	-0.7	-8.7

# One compound at a time, as listed above. Screens in order: PLC-gamma1 inh	DAX1 inh-1	ADAM17 inh	DAX1 inh-2	ADAM10 inh	hgDAF-12 ag	GAA850 FXN act	hcDAF12 agonist	PLCb3 inh	ssDAF-12 act	HGIII-sPLA2 inh
# Results for `COC(=O)c1sc(N)c(C(=O)OC)c1Cn1ncc(Cl)c(Cl)c1=O` → 0.5	-0.4	-1.6	-0.2	-4.5	-7.7	3.6	-1.9	-7.2	-0.7	-2.9
# Results for `O=C(COC(=O)c1cncc(Br)c1)Nc1ccc2c(c1)OCO2` → -5.6	0.2	-1.0	2.0	-9.3	1.2	1.5	7.0*	-8.4	0.1	-1.8
